CHOP UPR activ – activators of apoptotic CHOP UPR arm, primary screen, cell-based, CHO-CHOP luciferase reporter, luminescence, uHTS; UPR activation; percent of tunicamycin response over DMSO baseline; activation, % at 10 µM; 330,000 compounds, 0.34% hits; AID 449763, 2010;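 active = at 10 µM dose, activation of 40% or more, normalized to positive control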;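 also: 100% = tunicamycin at 10 µg/mL and 0% = DMSO alone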
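Material: CHO-CHOP cells, stable luciferase reporter of PERK-eIF2a-CHOP signalling; quantity: 500 reporter cells seeded per well; buffer or medium: F12 medium containing 10% fetal bovine serum; compound: one dose, 10 µM in 0.5% DMSO; incubation: 6 h compound treatment, 37 °C; measured by: Steady-Glo luciferase luminescence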
EBI2 block – EBI2 receptor antagonists, beta-arrestin recruitment, primary screen, cell-based, luminescence, 7a,25-OHC stimulation, uHTS; G-protein coupled receptor 183 (Homo sapiens), P32249; 7a,25-OHC stimulated; inhibition, % at 5 µM; 360,000 compounds, 0.81% hits; AID 651636, 2012; in the data active = inhibition above about 38%;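 also: enzyme fragment complementation signal reports receptor beta-arrestin coupling in cells; 0% = agonist plus DMSO wells and 100% = wells without agonist; some results beyond the cut were filed as inactive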
Target sequence (P32249 whole entry, looked up, the tested form may be a part): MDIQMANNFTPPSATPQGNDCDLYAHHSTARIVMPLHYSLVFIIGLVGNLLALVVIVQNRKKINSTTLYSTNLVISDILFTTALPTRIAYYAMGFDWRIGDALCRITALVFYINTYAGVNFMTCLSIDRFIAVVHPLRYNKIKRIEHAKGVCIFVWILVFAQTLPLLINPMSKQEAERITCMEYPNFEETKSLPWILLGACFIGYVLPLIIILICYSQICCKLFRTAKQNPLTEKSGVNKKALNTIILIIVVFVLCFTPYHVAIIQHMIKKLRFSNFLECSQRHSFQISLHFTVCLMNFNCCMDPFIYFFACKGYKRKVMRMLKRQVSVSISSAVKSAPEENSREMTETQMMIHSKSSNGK
Jurkat NFkB inh – inhibitors of induced NF-kB luciferase reporter, primary screen, TCR NF-kB activation inhibitor project, cell-based, luminescence, uHTS; inhibition, % at 4 µM; Jurkat, PMA/ionomycin-induced NF-kB luciferase reporter; 330,000 compounds, 0.53% hits; in the data active = inhibition above about 50%
Gli-Sufu antag – Gli-Sufu pathway antagonists, primary screen, luciferase luminescence, Sufu-KO-LIGHT cells, uHTS | inhibition, % at 5 µM | 340,000 compounds, 0.74% hits | AID 588413, 2011 | Sufu-KO-LIGHT fibroblasts, Gli luciferase reporter luminescence;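 active = inhibition above about 55%, limit read from the data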;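 also: 0% = DMSO-treated cells and 100% = wells with medium but no cells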
CXCR6 inh – CXCR6 receptor inhibitors, primary screen, cell-based, beta-arrestin, luminescence, CHO-K1 PathHunter, 1536-well. C-X-C chemokine receptor type 6 (Homo sapiens), O00574. inhibition, % at 20 µM. 360,000 compounds, 0.36% hits. AID 602244, 2012; in the data active = inhibition above about 34%, passing the limit was not always enough;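 also: antagonist mode with CXCL16 agonist at 10 nM final; 0% = 10 nM CXCL16 with DMSO and 100% = unstimulated wells without agonist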
Target sequence (O00574 whole entry, looked up): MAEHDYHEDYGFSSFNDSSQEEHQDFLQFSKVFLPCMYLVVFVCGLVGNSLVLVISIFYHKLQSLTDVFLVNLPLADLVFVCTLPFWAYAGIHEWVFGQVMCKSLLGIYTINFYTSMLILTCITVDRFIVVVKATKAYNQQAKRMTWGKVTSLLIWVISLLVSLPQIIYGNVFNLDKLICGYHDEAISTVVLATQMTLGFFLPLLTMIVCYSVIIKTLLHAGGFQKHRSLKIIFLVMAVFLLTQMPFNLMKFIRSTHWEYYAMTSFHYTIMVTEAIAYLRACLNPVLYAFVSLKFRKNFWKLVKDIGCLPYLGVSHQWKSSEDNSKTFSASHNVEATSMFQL
697 NFkB inh – inhibitors of PMA/ionomycin-induced NF-kB reporter, 697 cells, primary screen, B-cell NF-kB inhibitor project, cell-based, luminescence, uHTS. 697 B-cell NF-kB luciferase reporter, 16 h. inhibition, % at 4 µM. 330,000 compounds, 0.33% hits. AID 435022, 2010; in the data active = inhibition above about 35%
XBP1 UPR activ – activators of adaptive XBP1 UPR arm, primary screen, cell-based, CHO-XBP1 luciferase reporter, luminescence, uHTS | activation, % at 20 µM | IRE1-XBP1 UPR activation; percent of tunicamycin response, DMSO as zero | 330,000 compounds, 0.33% hits;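 active = versus positive control, 20 µM dose yields 30% or more activation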;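 also: 100% = tunicamycin at 10 µg/mL and 0% = DMSO only wells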
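Assay system: IRE1-XBP1 luciferase reporter CHO line. Input: 1000 cells/well. Buffer or medium: F12 with 10% serum. Doses: 20 µM, 1% DMSO. Times: overnight seeding at 37 °C, 6 h compound treatment at 37 °C. Technique: Steady-Glo luciferase glow luminescence, 10 min after reagent addition.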
Mdm2-MdmX inh – inhibitors of human Mdm2-MdmX association, primary screen, cell-based, luminescence, split luciferase, SaOS-2, uHTS; Protein Mdm4 (Homo sapiens) + E3 ubiquitin-protein ligase Mdm2 (Homo sapiens), …; SaOS-2 split-luciferase Mdm2/MdmX complementation; inhibition, % at 8 µM; 330,000 compounds, 3% hits; AID 485346, 2010;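 active = inhibition of at least 50% at 8 µM in the primary screen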
CCR6 antagonist – CCR6 receptor antagonists, primary screen, cell-based, CHO-K1, luminescence, beta-arrestin, uHTS; 340,000 compounds, 0.49% hits; AID 493098, 2011; inhibition, % at 20 µM; CHO-K1 CCR6 PathHunter beta-arrestin, CCL20-stimulated; C-C chemokine receptor type 6 (Homo sapiens), P51684;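 active = compounds whose inhibition of the agonist-driven luminescence signal at 20 µM reaches about 50%, limit read from the data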;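 also: cells stimulated with CCL20 at 14 nM final; plate controls were DMSO with CCL20 for no effect and DMSO without agonist for full effect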
Target sequence (P51684 whole entry, looked up): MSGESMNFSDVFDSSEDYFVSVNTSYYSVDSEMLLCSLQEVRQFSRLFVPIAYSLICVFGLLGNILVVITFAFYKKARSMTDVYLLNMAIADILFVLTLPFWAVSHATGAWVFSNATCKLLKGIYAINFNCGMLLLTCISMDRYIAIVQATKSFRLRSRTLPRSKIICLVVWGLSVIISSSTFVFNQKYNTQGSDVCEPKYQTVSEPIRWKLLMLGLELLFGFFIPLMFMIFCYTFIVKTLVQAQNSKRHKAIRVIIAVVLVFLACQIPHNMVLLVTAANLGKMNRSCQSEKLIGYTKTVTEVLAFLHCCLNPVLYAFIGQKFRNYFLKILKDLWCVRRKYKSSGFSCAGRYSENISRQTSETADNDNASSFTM
An asterisk follows results filed as active.

Cn1cnnc1SCC(=O)Nc1ccc(S(=O)(=O)N2CCOCC2)cc1 was read as CHOP UPR activ -2.2, EBI2 block -10, Jurkat NFkB inh 5, Gli-Sufu antag -13, CXCR6 inh -4, 697 NFkB inh 13, XBP1 UPR activ -1, Mdm2-MdmX inh 1 and CCR6 antagonist -1.
`Cc1ccc(S(=O)(=O)N2CCN(C(=O)c3ccc(N4CCCCC4)c([N+](=O)[O-])c3)CC2)cc1` gave CHOP UPR activ 2.4, EBI2 block 2, Jurkat NFkB inh 13, Gli-Sufu antag -13, CXCR6 inh 4, 697 NFkB inh 10, XBP1 UPR activ -8, Mdm2-MdmX inh 47 and CCR6 antagonist 20.
Screening COc1ccc(C(=O)OCC(=O)Nc2nc3c(F)c(F)c(F)cc3s2)cc1OC returned CHOP UPR activ 0.7, EBI2 block 1, Jurkat NFkB inh -2, Gli-Sufu antag 1, CXCR6 inh 4, 697 NFkB inh -10, XBP1 UPR activ 1, Mdm2-MdmX inh -1 and CCR6 antagonist -2.
`COC(=O)C1=C(CN2CCCc3ccccc32)NC(=O)NC1c1ccc(F)cc1` (stereo unspecified) gave CHOP UPR activ -9.1, EBI2 block 5, Jurkat NFkB inh 54*, Gli-Sufu antag 82*, CXCR6 inh -6, 697 NFkB inh 1, XBP1 UPR activ -10, Mdm2-MdmX inh 70* and CCR6 antagonist -3.
Screening CCOC(=O)c1c(NC(=O)COC(=O)CCCOc2ccc(OC)cc2)sc(C(=O)NC)c1C returned CHOP UPR activ 1.1, EBI2 block -7, Jurkat NFkB inh 8, Gli-Sufu antag -9, CXCR6 inh -7, 697 NFkB inh 7, XBP1 UPR activ -3, Mdm2-MdmX inh 25 and CCR6 antagonist -6.
For CC(C)(C)C1CCc2c(sc(NC(=O)CSc3ncn[nH]3)c2C#N)C1 (stereo unspecified) the results were CHOP UPR activ -0.4, EBI2 block -10, Jurkat NFkB inh -10, Gli-Sufu antag 3, CXCR6 inh -6, 697 NFkB inh -11, XBP1 UPR activ -2, Mdm2-MdmX inh 32 and CCR6 antagonist -4.
`CCn1c(C)nc2cc(C(=O)N/N=C/c3ccc(O)c(O)c3O)ccc21` gave EBI2 block 1, Gli-Sufu antag -12, CXCR6 inh -12 and CCR6 antagonist 8.
`Nc1ccc(S(=O)(=O)c2ccc(NC(=O)c3cccnc3)cc2)cc1` gave EBI2 block -3, Gli-Sufu antag -10, CXCR6 inh 4 and CCR6 antagonist 13.
CCOC(=O)C1=C(N)N2C(=O)C(C)SC2=C(C(=O)OCC)C1c1ccccc1 (stereo unspecified) was read as CHOP UPR activ -1.6, EBI2 block 10, Jurkat NFkB inh 5, Gli-Sufu antag 4, CXCR6 inh 2, 697 NFkB inh 11, XBP1 UPR activ -3, Mdm2-MdmX inh 33 and CCR6 antagonist 8.
`CCN(CC)S(=O)(=O)c1cccc(-c2n[nH]c(=S)n2CC(C)C)c1` gave CHOP UPR activ -0.9, EBI2 block 8, Jurkat NFkB inh 2, Gli-Sufu antag 26, CXCR6 inh 24, 697 NFkB inh 12, XBP1 UPR activ 2, Mdm2-MdmX inh 11 and CCR6 antagonist 5.
`COc1cc(/C(C)=N\NC(=O)CSc2nc3ccccc3n2C)ccc1O` gave CHOP UPR activ 2.1, EBI2 block -4, Jurkat NFkB inh -20, Gli-Sufu antag 0, CXCR6 inh 2, 697 NFkB inh 13, XBP1 UPR activ 0, Mdm2-MdmX inh -4 and CCR6 antagonist 8.
COc1ccccc1N1CCN(C2CCN(C(=O)c3ccc(F)cc3)CC2)CC1 was read as CHOP UPR activ 0.6, EBI2 block -2, Jurkat NFkB inh 12, Gli-Sufu antag 9, CXCR6 inh -3, 697 NFkB inh 16, XBP1 UPR activ -1, Mdm2-MdmX inh 3 and CCR6 antagonist 7.
For O=C1C2CCCN2C(=O)N1CCCN1CCN(c2cccc(Br)c2)CC1 (stereo unspecified) the results were CHOP UPR activ 0.7, EBI2 block -8, Jurkat NFkB inh -33, CXCR6 inh 1, 697 NFkB inh -44, XBP1 UPR activ -3, Mdm2-MdmX inh -16 and CCR6 antagonist 2.
NS(=O)(=O)c1cccc(NC(=O)CSc2nnc(C3CC3)n2-c2ccccc2)c1 was read as CHOP UPR activ 1.7, EBI2 block -4, Jurkat NFkB inh -2, Gli-Sufu antag 0, CXCR6 inh -6, 697 NFkB inh 3, XBP1 UPR activ -1, Mdm2-MdmX inh -5 and CCR6 antagonist 10.
Screening Cc1cc(N2CCCCC2)nc(N2CCCCC2)n1 returned CHOP UPR activ -2.1, EBI2 block 13, Jurkat NFkB inh 13, Gli-Sufu antag 12, CXCR6 inh 9, 697 NFkB inh -13, XBP1 UPR activ 0, Mdm2-MdmX inh 14 and CCR6 antagonist 15.
For Cc1cccc(NC(=O)C2(c3ccc([N+](=O)[O-])cc3)CCCC2)c1 the results were CHOP UPR activ -0.6, EBI2 block 12, Jurkat NFkB inh -1, Gli-Sufu antag 9, CXCR6 inh 5, 697 NFkB inh -19, XBP1 UPR activ -3, Mdm2-MdmX inh 30 and CCR6 antagonist 18.
O=C(COC(=O)c1ccccc1Cl)NCCC1=CCCCC1 was read as CHOP UPR activ 1.1, EBI2 block -5, Jurkat NFkB inh -20, Gli-Sufu antag 1, CXCR6 inh 6, 697 NFkB inh 14, XBP1 UPR activ 3, Mdm2-MdmX inh -34 and CCR6 antagonist 13.
For CCOc1ccccc1N(CC(=O)Nc1ccccc1C(=O)O)S(C)(=O)=O the results were CHOP UPR activ 0.5, EBI2 block -27, Jurkat NFkB inh -28, Gli-Sufu antag 18, CXCR6 inh -3, 697 NFkB inh -2, XBP1 UPR activ 1, Mdm2-MdmX inh -17 and CCR6 antagonist 3.
For CC(C)n1c(O)c(N=Nc2ccc(Cl)c(C(=O)O)c2)c2ccccc21 the results were CHOP UPR activ -0.1, EBI2 block 1, Jurkat NFkB inh -7, Gli-Sufu antag 1, CXCR6 inh 11, 697 NFkB inh 5, XBP1 UPR activ 1, Mdm2-MdmX inh 9 and CCR6 antagonist 7.
`COc1cccc(-c2nc(-c3ccc(NC(=O)c4cccs4)cc3)no2)c1` gave CHOP UPR activ 1.8, EBI2 block 15, Jurkat NFkB inh -39, Gli-Sufu antag 0, CXCR6 inh 3, 697 NFkB inh -39, XBP1 UPR activ -2, Mdm2-MdmX inh -33 and CCR6 antagonist -7.

Among those listed so far, three have fluorine.
Screening COc1ccc(C(=O)OCC(=O)Nc2nc3c(F)c(F)c(F)cc3s2)cc1OC returned CHOP UPR activ 0.7, EBI2 block 1, Jurkat NFkB inh -2, Gli-Sufu antag 1, CXCR6 inh 4, 697 NFkB inh -10, XBP1 UPR activ 1, Mdm2-MdmX inh -1 and CCR6 antagonist -2.
`COC(=O)C1=C(CN2CCCc3ccccc32)NC(=O)NC1c1ccc(F)cc1` (stereo unspecified) gave CHOP UPR activ -9.1, EBI2 block 5, Jurkat NFkB inh 54*, Gli-Sufu antag 82*, CXCR6 inh -6, 697 NFkB inh 1, XBP1 UPR activ -10, Mdm2-MdmX inh 70* and CCR6 antagonist -3.
COc1ccccc1N1CCN(C2CCN(C(=O)c3ccc(F)cc3)CC2)CC1 was read as CHOP UPR activ 0.6, EBI2 block -2, Jurkat NFkB inh 12, Gli-Sufu antag 9, CXCR6 inh -3, 697 NFkB inh 16, XBP1 UPR activ -1, Mdm2-MdmX inh 3 and CCR6 antagonist 7.

Reprinted at random: 2 records from the list
`COc1cccc(-c2nc(-c3ccc(NC(=O)c4cccs4)cc3)no2)c1` gave CHOP UPR activ 1.8, EBI2 block 15, Jurkat NFkB inh -39, Gli-Sufu antag 0, CXCR6 inh 3, 697 NFkB inh -39, XBP1 UPR activ -2, Mdm2-MdmX inh -33 and CCR6 antagonist -7.
`Cc1ccc(S(=O)(=O)N2CCN(C(=O)c3ccc(N4CCCCC4)c([N+](=O)[O-])c3)CC2)cc1` gave CHOP UPR activ 2.4, EBI2 block 2, Jurkat NFkB inh 13, Gli-Sufu antag -13, CXCR6 inh 4, 697 NFkB inh 10, XBP1 UPR activ -8, Mdm2-MdmX inh 47 and CCR6 antagonist 20.

Next entries
CCN(CC)S(=O)(=O)c1ccc(N2CC(C(=O)NCc3ccc4c(c3)OCO4)CC2=O)cc1 (stereo unspecified) was read as CHOP UPR activ -0.4, EBI2 block 5, Jurkat NFkB inh 10, Gli-Sufu antag 17, CXCR6 inh -2, 697 NFkB inh -8, XBP1 UPR activ -3, Mdm2-MdmX inh -7 and CCR6 antagonist -2.
COc1cccc(/C=N/n2c(COc3ccccc3)n[nH]c2=S)c1OC was read as CHOP UPR activ 0.6, EBI2 block -10, Jurkat NFkB inh -6, Gli-Sufu antag 8, CXCR6 inh 2, 697 NFkB inh 9, XBP1 UPR activ -1, Mdm2-MdmX inh -14 and CCR6 antagonist 18.
CC(C)c1nc2n[nH]c(N)c2c2c1CCC2 was read as CHOP UPR activ -0.2, EBI2 block -5, Jurkat NFkB inh 19, Gli-Sufu antag 2, CXCR6 inh 0, 697 NFkB inh 12, XBP1 UPR activ 3, Mdm2-MdmX inh 6 and CCR6 antagonist 3.
For Cc1nn(CCC(=O)NCc2ccc(N(C)C)cc2)c(=O)c2nn(-c3ccccc3)c(C)c12 the results were CHOP UPR activ -2.2, EBI2 block -7, Jurkat NFkB inh 17, Gli-Sufu antag 20, CXCR6 inh -1, 697 NFkB inh 13, XBP1 UPR activ -4, Mdm2-MdmX inh 49 and CCR6 antagonist -1.
For COc1ccc(C2CC(=O)Oc3c(C(CCN4CCN(c5ccccc5)CC4)c4ccc(N(C)C)cc4)c(OC)cc(OC)c32)cc1 (stereo unspecified) the results were CHOP UPR activ 1.8, EBI2 block 4, Jurkat NFkB inh 11, Gli-Sufu antag 1, CXCR6 inh 36, 697 NFkB inh 7, XBP1 UPR activ 2, Mdm2-MdmX inh -8 and CCR6 antagonist 36.
For O=C(Nc1ccccc1)C1CCN(C(=O)c2ccc([N+](=O)[O-])cc2)CC1 the results were CHOP UPR activ -1.6, EBI2 block -5, Jurkat NFkB inh 0, Gli-Sufu antag 3, CXCR6 inh -6, 697 NFkB inh -33, XBP1 UPR activ 2, Mdm2-MdmX inh 7 and CCR6 antagonist 14.
Clc1ccccc1/C=C/C=N/Nc1nc(N2CCOCC2)nc(N2CCOCC2)n1 was read as CHOP UPR activ 0.0, EBI2 block 8, Jurkat NFkB inh 9, Gli-Sufu antag -5, CXCR6 inh -10, 697 NFkB inh -12, XBP1 UPR activ -2, Mdm2-MdmX inh 29 and CCR6 antagonist 22.
Screening COC(=O)/C(=C\c1ccc2c(c1)c1ccccc1n2C)NC(=O)c1ccccc1 returned CHOP UPR activ 1.0, EBI2 block 4, Jurkat NFkB inh -22, Gli-Sufu antag -8, CXCR6 inh 3, 697 NFkB inh -5, XBP1 UPR activ 0, Mdm2-MdmX inh -16 and CCR6 antagonist -2.

Bioassay records deposited in PubChem BioAssay by Sanford-Burnham Center for Chemical Genomics.
